# GSK3 alpha inh – blocks human GSK-3 alpha kinase. P49840. inhibition, % at 10 µM. AID 2650. ADP-Glo luminescence, 60 min. 320,000 tested, 0.1% active;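 in the data active = inhibition above about 50%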;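 also: GST-tagged GSK-3 alpha with peptide substrate and 25 µM ATP; 0% = DMSO neutral wells and 100% = GW8510 positive control wells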
# RGS4 inh – inhibitors of human RGS4; P49798; HEK293 M3R/RGS4 inducible, Fluo-4 calcium flux; stronger effect = higher value; triggered by carbachol at its EC20; B-score at 10 µM; 310,000 tested, 0.45% active; AID 463165;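 active = B-score, a plate-corrected calcium signal, over three deviations above library mean, with baseline fluorescence within five deviations of library mean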;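 also: RGS4 expression induced by doxycycline in cells with stable M3 receptor; B-score is computed from the integrated fluorescence ratio over baseline after carbachol; higher B-score means a larger calcium signal and so more RGS4 inhibition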
# RGS4 act – potentiators or activators of RGS4; HEK293 M3R/inducible RGS4, carbachol calcium flux Fluo4; stronger effect = lower value; B-score at 10 µM; 310,000 tested, 0.92% active; AID 463111;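 active = B-score of the integrated calcium signal more than 4 SD below the library mean, with starting fluorescence not abnormally high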;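 also: negative B-score means reduced calcium response which marks RGS4 activation or potentiation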
#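 Detection: kinetic calcium fluorescence imaging with Fluo4-AM dye, 2 µM / Material: HEK293 cells with stable M3R and inducible RGS4 / Schedule: recording 10 s baseline at 1 Hz, 100 s post-agonist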
# KCNK9 inh – blocks the human KCNK9 two-pore domain potassium channel | Q9NPC2 | HEK293 KCNK9, FluxOR thallium flux fluorescence; stronger effect = lower value | B-score at 10 µM | 310,000 tested, 1.2% active | AID 488922;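 active = ratio B-score over 3 SD below the library mean, with starting fluorescence within 5 SD of its mean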;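 also: negative B-score means less thallium flux so channel inhibition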
# Target sequence (Q9NPC2 whole entry, looked up, the tested form may be a part): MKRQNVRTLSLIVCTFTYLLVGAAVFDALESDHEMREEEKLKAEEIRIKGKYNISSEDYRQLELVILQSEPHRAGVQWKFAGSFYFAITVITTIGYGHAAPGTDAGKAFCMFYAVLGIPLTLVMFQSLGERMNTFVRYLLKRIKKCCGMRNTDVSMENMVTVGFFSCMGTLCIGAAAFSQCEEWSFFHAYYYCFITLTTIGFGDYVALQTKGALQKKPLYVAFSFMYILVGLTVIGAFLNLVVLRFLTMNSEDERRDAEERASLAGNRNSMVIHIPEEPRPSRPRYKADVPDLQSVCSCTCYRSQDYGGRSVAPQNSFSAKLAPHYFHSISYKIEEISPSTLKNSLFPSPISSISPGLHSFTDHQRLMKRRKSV
# hERG protect – compounds protecting human hERG from proarrhythmic drug block | Q12809 | activation (rescue from dofetilide block), less the hit threshold, % at 10 µM | AID 1511 | CHO-hERG, FluxOR thallium flux, dofetilide IC70 present | 310,000 tested, 0.51% active;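 active = activation above the mean of controls blocked by dofetilide plus 5 SD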;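 also: thallium influx through hERG after potassium depolarization seen as dye fluorescence rise; in these data hits start at about 4.7%; inactives centre near -7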
# KCNK3 inh – human KCNK3 channel inhibition, primary screen | O14649 | CHO-KCNK3 thallium flux, FluxOR fluorescence; stronger effect = lower value | B-score at 10 µM | 340,000 tested, 0.84% active | AID 602410;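 active = B-score under library mean minus 4 SD, starting fluorescence ratio at most library mean plus 5 SD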;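 also: more negative B-score means stronger inhibition of thallium flux through KCNK3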
# GSK3beta inhib – inhibitors of human GSK3beta kinase. GST-GSK3beta kinase, ADP-Glo luminescence, 60 min; stronger effect = lower value. 300,000 tested, 0.038% active. P49841. activity score (negative = inhibition), % at 10 µM;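 active = more than half of replicate wells score below -50%, meaning over 50% inhibition versus plate controls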;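 also: 0% = median DMSO wells and -100% = median GW8510 positive control wells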
#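 Test system: GST-fused GSK3beta enzyme, cell-free | Quantity: 1.6 ng GST-GSK3beta enzyme per well | Reagent: 25 µM ATP with peptide substrate | Schedule: 60 min enzyme reaction, room temperature | Signal: Luminescent ADP-Glo measurement of ADP formed | Read-out basis: Score relative to plate controls | Control set: DMSO and 20 µM GW8510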
# DYRK1A inh – Dyrk1A (rat) kinase inhibition. Q63470. ADP-Glo luminescence, NFATc1 peptide. inhibition, % at 12.5 µM. 310,000 tested, 0.43% active. AID 504441; in the data active = inhibition above about 50%;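 also: plate controls were vehicle with enzyme for no effect and no enzyme for full effect; many of its hits are not listed in these tables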
# KCNQ1 act – potentiates or activates the human KCNQ1 potassium channel; AID 2648; CHO-K1 KCNQ1, thallium flux FluxOR fluorescence; stronger effect = higher value; 310,000 tested, 0.35% active; B-score at 10 µM;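 active = fluorescence ratio B-score, a plate-corrected score, at least three library SD, with initial intensity B-score within 5 SD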
# Target sequence (P51787 whole entry, looked up): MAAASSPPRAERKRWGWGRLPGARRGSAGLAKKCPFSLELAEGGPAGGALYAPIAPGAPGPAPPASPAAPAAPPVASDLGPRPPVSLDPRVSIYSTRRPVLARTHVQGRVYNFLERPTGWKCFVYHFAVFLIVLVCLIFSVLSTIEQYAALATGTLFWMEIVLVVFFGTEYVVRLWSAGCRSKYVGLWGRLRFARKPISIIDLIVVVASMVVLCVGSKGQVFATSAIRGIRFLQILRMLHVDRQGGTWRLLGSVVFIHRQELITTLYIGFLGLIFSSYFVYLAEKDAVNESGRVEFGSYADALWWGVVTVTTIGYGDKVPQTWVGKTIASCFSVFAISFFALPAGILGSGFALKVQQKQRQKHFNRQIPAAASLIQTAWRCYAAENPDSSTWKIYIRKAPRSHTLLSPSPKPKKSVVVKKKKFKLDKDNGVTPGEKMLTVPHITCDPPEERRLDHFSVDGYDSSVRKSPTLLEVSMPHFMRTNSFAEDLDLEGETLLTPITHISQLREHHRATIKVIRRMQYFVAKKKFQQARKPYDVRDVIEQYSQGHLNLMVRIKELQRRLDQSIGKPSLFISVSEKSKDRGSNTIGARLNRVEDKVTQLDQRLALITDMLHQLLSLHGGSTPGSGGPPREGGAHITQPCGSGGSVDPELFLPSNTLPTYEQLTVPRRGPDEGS
#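 System: Stable KCNQ1 CHO-K1 line | Incubation: 90 min dye loading and 20 min compound exposure, both at room temperature | Measure: Ratio B score | Medium: Assay buffer for compound exposure, DMSO matched across wells | Compound dosing: Single-concentration screen | Probe or stimulus: K+/Tl+ depolarizing stimulus | Measured by: Kinetic FluxOR fluorescence, 10 s baseline plus 110 s post-stimulus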
# PolyA inh – yeast polyadenylation inhibition; S. cerevisiae SKY197-pL101 polyadenylation reporter, beta-gal luminescence; efflux-impaired pdr1/pdr3 knockout yeast; score 100 = 6 SD above DMSO; calls only at 12 µM; 300,000 tested, 0.02% active;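 active = lowest replicate activity score at least 50, where 100 means six control SD above control mean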;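 also: yeast exposed to compound for 9 h at 30 °C; higher score means more reporter readthrough which indicates perturbed polyadenylation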
# KCNQ1 block – blocks the human KCNQ1 potassium channel; P51787; CHO-K1 KCNQ1, FluxOR thallium flux fluorescence; stronger effect = higher value; B-score at 10 µM; 310,000 tested, 1.3% active; AID 2642;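 active = compounds whose thallium flux B-score, printed positive for inhibition, exceeds three library SD while starting fluorescence stays within three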;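 also: channel opened by potassium depolarization with thallium stimulus after 20 min compound exposure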
# * marks the source's active call; other numbers are inactive results; i = inactive; . = no result given. This is a subset (hit frequency here may not be typical).
Structure	GSK3 alpha inh	RGS4 inh	RGS4 act	KCNK9 inh	hERG protect	KCNK3 inh	GSK3beta inhib	DYRK1A inh	KCNQ1 act	PolyA inh	KCNQ1 block
COc1ccccc1NNC(=O)C(O)(c1ccccc1)c1ccccc1	5	i	i	i	-3	i	-3	0	i	i	i
CC1(C)CC(=O)C2=C(C1)NC1=C(C(=O)c3ccccc31)C2c1cccnc1 (stereo not given)	0	i	i	i	-9	i	0	-5	i	i	i
Cc1ccc(C(=O)N/N=C/c2cc(C)n(-c3ccc(Br)cc3)c2C)cc1[N+](=O)[O-]	-2	i	i	i	-8	i	2	1	i	i	i
Cc1ccc(N/C=C2\C(=O)C3(C)CCC2C3(C)C)cc1C (stereo not given)	0	i	i	i	-10	i	0	-1	i	i	i
CCOc1ccc(-c2c(C(=O)N/N=C/c3cccc(Br)c3)nnn2-c2nonc2N)cc1	-1	i	i	i	-7	i	1	1	i	i	i
CCS(=O)(=O)N1CCN(Cc2nc3ccccc3c(=O)[nH]2)CC1	-1	i	i	i	-3	i	1	1	i	i	i
Cc1c(CC(=O)O)c(=O)oc2c(C)c(OCc3ccccc3Br)ccc12	-4	i	i	i	-4	i	-2	-4	i	i	i
CCN(CC(=O)NCc1cccs1)C(=O)c1cc(S(=O)(=O)NCc2ccccc2)ccc1C	-1	i	i	i	-17	i	-5	.	i	i	i
CC1=CSC2=NC(=O)/C(=C\c3cccn3-c3ccccc3)C(=N)N12	0	i	i	i	-5	i	-1	-15	i	i	i
CCC(=O)NC1CCN(C(=S)NC)CC1	-1	i	i	i	1	i	0	.	i	i	i
Cc1cccc(C(=O)Nc2ccc(O)c3c(=O)cc(-c4ccccc4Cl)oc23)c1	0	i	i	i	-4	i	-1	6	i	i	i
CCOC(=O)C1=C(COC(=O)c2c(OC)cccc2OC)NC(=O)NC1C (stereo not given)	1	i	i	i	-15	i	0	-5	i	i	i
Cc1cc(C)cc(C(=O)NC(=S)Nc2ccc3[nH]c(=O)[nH]c3c2)c1	-1	i	i	i	-6	i	1	0	i	i	i
O=C(NCCc1ccccc1)C(=O)NCC1CCCO1 (stereo not given)	-2	i	i	i	0	i	-1	0	i	i	i
O=C(O)c1cc(N2C(=O)C3CC=CCC3C2=O)ccc1NCc1cccnc1 (stereo not given)	-2	i	i	i	-10	i	0	-6	i	i	i
O=C1C=C(c2ccc(F)nc2)CCC1	-1	i	i	i	-5	i	0	13	i	i	i
CN1CCC(NC(=O)c2cccc(Oc3ccccc3)c2)CC1	-3	i	i	i	-5	i	2	5	i	i	i
COC(=O)/C(=C/c1c[nH]c2ccccc12)[N+](=O)[O-]	-5	21*	i	i	-12	i	-1	-2	i	i	i
CCOc1ccc(NC(=O)CCC(=O)Nc2nnc(CC)s2)cc1	-2	i	i	i	-2	i	-4	-3	i	i	i
Cc1ccc(CSc2nnc(-c3cccc(S(=O)(=O)N4CCOCC4)c3)n2CC(C)C)cc1	3	i	i	i	-15	i	0	0	i	i	i
CCCn1c(C(O)c2cc(OC)c(OC)c(OC)c2)nc2ccccc21 (stereo not given)	-3	i	i	i	-5	i	2	11	i	i	i
Cc1ccc(SCC(=O)c2c(C)nc3cc(C)ccn23)cc1	-1	i	i	i	-16	i	0	-1	i	i	i
Cc1[nH]c2ccccc2c1NC(=O)CN1CCN(C(=O)c2ccco2)CC1	-3	i	i	i	-8	i	3	.	i	i	i
NC(=O)CSc1c[nH]c2ccccc12	-3	i	i	i	-13	i	0	.	i	.	i
COc1cc(C2N=C(c3ccccc3)NO2)cc(Br)c1O (stereo not given)	10	i	i	i	-14	i	-1	-2	i	i	i
O=C(Cn1cnc2sc3c(c2c1=O)CCCC3)NCC(=O)Nc1ccc(F)cc1F	0	i	i	i	-7	i	0	-7	i	i	i
COc1ccc(-c2cc(CNC(C)=O)on2)cc1	0	i	i	i	-12	i	-1	3	i	i	i
CSCC[C@@H](C(=O)Nc1ccc2c(c1)OCCO2)N1Cc2ccccc2C1=O	-3	i	i	i	-8	i	-3	2	i	i	i
CCn1ncc(CN2CCN(Cc3cccc(OC)c3)C(CCO)C2)c1C (stereo not given)	1	i	i	i	-6	i	1	4	i	i	i
COCCCNC(=O)CN(CCc1ccccc1)S(=O)(=O)c1ccc(C)cc1	0	i	i	i	-9	i	0	1	i	i	i
CCS(=O)(=O)c1nc(S(=O)(=O)c2ccc(C)cc2)c(NCCCN2CCCC2=O)s1	-1	i	i	i	-6	i	-1	-4	i	i	i
CC(C)Oc1ccc(S(=O)(=O)N2CCCCC2)cc1NC(=O)C1CSC2(C)CCC(=O)N12 (stereo not given)	.	i	i	i	-5	i	3	12	i	i	i
Nc1nnc(SCc2ccc(Cl)cc2)s1	0	i	i	i	-3	i	4	9	i	i	i
CC(=O)c1c(C)oc2ccc(NS(=O)(=O)c3ccccc3)cc12	-1	i	i	i	-3	i	-2	-4	i	i	i
O=C(Oc1cccc(-n2cnnn2)c1)c1sc2ccccc2c1Cl	-1	i	i	i	-9	i	2	2	i	i	i
CCOc1ccc(NC(=O)c2sc3nc4n(c(=O)c3c2C)CCC4)cc1	-2	i	i	i	-5	i	4	-4	i	i	i
CCOC(=O)c1c(C)c(C(=O)NCCCN2CCCC2=O)c(C)n1CC	-2	i	i	i	-7	i	4	.	i	i	i
CC(C)(C)S(=O)(=O)/C(C#N)=C/c1sccc1C1OCCO1	1	i	i	i	-6	i	-1	4	i	i	i
FCCCOc1ccc(-c2nccc(-c3ccccn3)n2)cc1	-2	i	i	i	-5	i	3	6	i	i	i
O=C(c1cccc(S(=O)(=O)N2CCc3ccccc32)c1)N1CCCC(C(F)(F)F)C1 (stereo not given)	-1	i	i	i	-12	i	2	-1	i	i	i
CCOC(=O)CNC(c1ccccc1)c1cc(Br)ccc1NC(=O)CCN1CCOCC1 (stereo not given)	4	i	i	i	-8	i	-3	2	i	i	i
Cc1ccc(S(=O)(=O)Oc2ccc(/C=C(/NC(=O)c3ccccc3)C(=O)O)cc2)cc1	3	i	i	i	-7	i	0	5	i	i	i
CC(C)(CO)CNC1CCCN(C2Cc3ccccc3C2)C1 (stereo not given)	-1	i	i	i	-7	i	1	11	i	i	i
CCC1CCCCN1Cc1nc2c(c(=O)n(C)c(=O)n2C)n1Cc1ccccc1 (stereo not given)	-2	i	i	i	-11	i	1	2	i	i	i
COc1cccc(-c2cc(C(=O)Nc3cnn(Cc4ccc(F)cc4)c3)no2)c1	-1	i	i	i	-10	i	3	2	i	i	i
COc1ccc(C(=O)CNc2ccc(C)cc2C)cc1	-4	i	i	i	-14	i	2	.	i	i	i
O=C(NC1CCCC1)C(c1ccncc1)N(CC1CCCO1)C(=O)Cn1nnc(-c2cccs2)n1 (stereo not given)	2	i	i	i	-7	i	-4	3	i	i	i
CCOC(=O)C(=O)/C(=C\N(C)C)c1onc(-c2c(Cl)cccc2Cl)c1C(=O)OC	1	i	i	i	-7	i	0	-6	i	i	i
CCNc1nc(NCC)n2c(SCc3ccc(F)cc3)nnc2n1	-1	i	i	i	-5	i	1	-6	i	i	i
CCC(Sc1nccn1C)C(=O)Nc1ccc(Cl)cn1 (stereo not given)	1	i	i	i	-10	i	-2	0	i	.	i
Nc1cccc2c1C(=O)N(C(=O)c1ccco1)C2=O	13	i	i	i	-8	i	0	10	i	i	i
O=C(Nc1cccnc1)c1ccc(COc2ccccc2Cl)o1	0	i	i	i	-1	i	2	10	i	i	i
COc1ccccc1CN(C)c1nnnn1-c1ccccc1	2	i	i	i	-8	i	-2	1	i	i	i
CCC(C)[C@H](NC(=O)N1CCC(C)CC1)C(=O)O (stereo not given in full)	-3	i	i	i	-10	i	-2	-7	i	i	i
CCC(=O)Nc1cc(C)c(NC(=O)C23CC4CC(CC(C4)C2)C3)cn1	2	i	i	i	-11	i	2	-6	i	i	i
O=C(CSc1nnc(SCc2ccc(Cl)cc2)s1)N/N=C/c1ccc(Cl)cc1Cl	-2	i	i	i	-8	i	-1	-4	i	i	i
CC(=O)c1ccc(NC(=O)CSc2nnc(-c3ccco3)o2)cc1	-2	i	i	i	-5	i	0	2	i	i	i
C=CCc1c(C)nc(N2CCSCC2)[nH]c1=O	-3	i	i	i	-11	i	-1	5	i	i	i
O=C(NC1CCN(c2ncccn2)CC1)c1cccc(F)c1	1	i	i	i	-11	i	4	-3	i	i	i
COC(=O)/C=C1/SC(=Nc2ccc(C)cc2C)NC1=O	0	i	i	i	-8	i	-2	0	i	i	i

# Next section.
Structure	GSK3 alpha inh	RGS4 inh	RGS4 act	KCNK9 inh	hERG protect	KCNK3 inh	GSK3beta inhib	DYRK1A inh	KCNQ1 act	PolyA inh	KCNQ1 block
CCCn1cc(CN2CCC(n3nccc3NC(=O)c3ccc4c(c3)OCO4)CC2)c(C)n1	-1	i	i	i	-6	i	1	-1	i	i	i
Cc1c(C)c(C)c(S(=O)(=O)N2CCC3(CC2)OCCO3)c(C)c1C	0	i	i	i	-10	i	1	4	i	i	i
O=C(C1=C(O)C(=O)N(CCc2ccccc2)C1c1cccs1)c1ccco1 (stereo not given)	-7	i	i	i	-2	i	1	.	i	i	i
CC(C)n1nnc2c(=O)oc3ccccc3c21	-1	i	i	i	-6	i	-4	-5	i	i	i
Cc1ccc(C23CC4CC(CC(C(=O)OCC(=O)NC5CCS(=O)(=O)C5)(C4)C2)C3)cc1 (stereo not given)	-1	i	i	i	-6	i	2	-5	i	i	i
CCOC(=O)c1ccc(NC(=S)NCc2ccc(S(N)(=O)=O)cc2)cc1	-1	i	i	i	-11	i	-13	-3	i	i	i
